PostGolgi ctrl = yeast control strain growth, post-Golgi counter-screen; inhibition, % at 10 µM; 98,000 compounds, 5% hits; AID 738; efflux-deficient yeast background strain, growth absorbance A615, 16 h
PLAP act = activates human placental alkaline phosphatase; purified PLAP enzyme, luminescent substrate read-out; active compounds read high; activation fold at 20 µM; 96,000 compounds, 1.2% hits; AID 696; in the data active = activation fold above about 2
Target sequence (P05187 whole entry, looked up): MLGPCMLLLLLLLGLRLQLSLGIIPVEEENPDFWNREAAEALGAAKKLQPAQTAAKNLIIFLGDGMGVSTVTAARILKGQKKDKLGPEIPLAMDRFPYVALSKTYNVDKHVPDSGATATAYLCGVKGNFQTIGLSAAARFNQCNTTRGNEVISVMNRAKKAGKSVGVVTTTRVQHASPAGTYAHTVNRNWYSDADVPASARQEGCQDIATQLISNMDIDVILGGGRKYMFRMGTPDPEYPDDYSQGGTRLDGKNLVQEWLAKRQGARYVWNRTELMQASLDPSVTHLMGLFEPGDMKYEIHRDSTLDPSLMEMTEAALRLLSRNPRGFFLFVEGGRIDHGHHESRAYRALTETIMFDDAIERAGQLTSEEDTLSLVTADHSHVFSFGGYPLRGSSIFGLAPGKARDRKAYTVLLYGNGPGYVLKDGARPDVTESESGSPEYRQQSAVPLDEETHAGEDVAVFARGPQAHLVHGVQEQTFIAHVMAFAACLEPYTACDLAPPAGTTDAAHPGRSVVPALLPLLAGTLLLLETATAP
PostGolgi yeast = growth inhibition of a yeast mutant, post-Golgi transport screen; AID 739; 98,000 compounds, 0.9% hits; inhibition, % at 10 µM; post-Golgi transport phenotypic cell assay;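 also: yeast cells grown in 1536-well plates; yeast grown about 18 h at 30C before absorbance read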
E coli WT exp = growth inhibitors of E. coli BW25113 wild type. OD600 absorbance. 98,000 compounds, 0.15% hits. growth inhibition, % at 100 µM. AID 710;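 active = growth inhibition above about 50% at one test dose, limit read from the data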;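 also: growth measured after 20 h incubation at 37 °C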
sEH activator = activators of human soluble epoxide hydrolase; AID 717; activation, % at 2 µM; 91,000 compounds, 0.04% hits; purified human sEH enzymatic activity, activator screen; in the data active = activation above about 37%; also: values of inactives mirror those of a sister screen read the other way
Mac1 fbg inh = inhibitors of human CD11b/CD18 binding to fibrinogen | K562 CD11b/CD18 adhesion to fibrinogen, ATPlite luminescence; Mn2+ added to activate the integrin | inhibition, % at 10 µM | 93,000 compounds, 0.54% hits | AID 1497;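 active = primary inhibition of 50% or more at 10 µM, then 40% or more on retest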; also: some results filed as inactive read as strong as hits
S1P2 blocker = S1P2 (human) receptor antagonism. O95136. cell-based S1P2 antagonist assay, inhibition at 5 uM. inhibition, % at 5 µM. 97,000 compounds, 0.21% hits. AID 736; in the data active = inhibition above about 45%;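 also: CRE beta-lactamase reporter cells expressing human S1P2 stimulated with S1P; 0% = agonist at EC80 alone and 100% = agonist plus reference antagonist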
Target sequence (O95136 whole entry, looked up): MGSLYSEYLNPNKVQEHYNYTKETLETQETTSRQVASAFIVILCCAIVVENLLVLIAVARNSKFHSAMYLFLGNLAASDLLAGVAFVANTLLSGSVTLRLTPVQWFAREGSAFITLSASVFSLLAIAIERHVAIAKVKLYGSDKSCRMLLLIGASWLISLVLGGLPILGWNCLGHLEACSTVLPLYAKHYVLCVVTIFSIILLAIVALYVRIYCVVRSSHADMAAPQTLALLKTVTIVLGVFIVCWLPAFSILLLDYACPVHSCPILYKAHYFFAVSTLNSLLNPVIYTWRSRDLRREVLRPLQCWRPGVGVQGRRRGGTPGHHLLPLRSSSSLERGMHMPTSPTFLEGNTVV
sEH inh = inhibitors of human soluble epoxide hydrolase; 91,000 compounds, 0.34% hits; P34913; inhibition, % at 2 µM; recombinant human sEH enzymatic activity assay; in the data active = inhibition above about 80%; also: values of inactives mirror those of a sister screen read the other way; many of its hits are not listed in these tables
S1P2 ag = activates the human S1P2 receptor; S1P2-expressing cell line, agonist reporter read-out; activation, % at 4.5 µM; AID 729; 97,000 compounds, 0.46% hits; in the data active = activation above about 16%;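 also: 0% = vehicle low control and 100% = maximal reference agonist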
Active calls of the source: *; · = not tested or not shown. Rule as the data show it, unless noted: active = inhibition above about 30%; inactive = the rest.

Molecule,PostGolgi ctrl,PLAP act,PostGolgi yeast,E coli WT exp,sEH activator,Mac1 fbg inh,S1P2 blocker,sEH inh,S1P2 ag
Cc1ccc(S(=O)(=O)NC(C)(C)CSc2nnc(N)s2)cc1,12,0.8,-5,2,-2,15,-26,7,-3
CCC(C)NC(=O)C1c2ccccc2C(=O)N1Cc1ccccc1OC (stereo not drawn),9,1.4,0,0,·,-6,·,·,·
COc1ccc(OC)c2c(C)cc(NCCN3CCOCC3)nc12,0,1.3,7,0,6,-6,4,-5,-3
CCCCc1nc2sc3c(c2c(=O)[nH]1)CCC3,11,0.8,-5,-5,·,2,3,·,-4
CS(=O)(=O)Nc1ccc(-c2n[nH]c(=S)n2-c2ccccc2)cc1,10,1,-5,-2,·,-16,4,·,0
Cc1ccc(S(=O)(=O)Cn2nnnc2C(C(C)C)N2CCN(c3nc4ccccc4s3)CC2)cc1 (stereo not drawn),·,·,·,·,-6,·,0,5,-8
CCOC(=O)c1ccc(S(=O)(=O)N2CCC(C(=O)O)CC2)cc1,-4,1,-4,-4,-9,-1,-23,11,-3
O=c1cc(CO)oc(CN2CCN(c3cccc(C(F)(F)F)c3)CC2)c1O,5,2.2*,1,1,6,16,-15,-6,-4
CCC(C)n1[nH]c(=O)cc1N (stereo not drawn),12,0.9,-13,-3,1,0,11,-3,-3
COc1ccc(-c2cnn3c(N)c(S(=O)(=O)c4ccccc4)cnc23)cc1,13,1.4,9,-6,·,12,-1,·,-4
NC(=O)SCC(=O)Nc1ccc(Cl)c(Cl)c1,16,0.8,-6,-11,12,0,-17,-10,-3
O=C(NCCN1CCCC1)C1CC(=O)N(C2CCCCC2)C1 (stereo not drawn),4,1.1,-5,2,3,16,0,-3,-5
COc1ccc(CC(=O)NCc2cn3ccsc3n2)cc1,7,0.8,-2,4,-5,-3,-10,6,3
O=C(C1CCCN1S(=O)(=O)c1ccc(Cl)cc1)N1CCOCC1 (stereo not drawn),4,1,0,7,-6,-36,8,11,-3
COc1ccc(C(=O)Nn2c(SCC(=O)c3ccc(Cl)cc3)nc3ccccc3c2=O)cc1,5,1,13,-14,9,-16,11,-11,-6
Cc1ccc(S(=O)(=O)N2CCN(S(=O)(=O)c3ccccc3)C2c2ccc(N(C)C)cc2)cc1 (stereo not drawn),7,1.5,-9,-23,-4,-5,-4,6,-2
Cc1noc(C)c1CSc1nnnn1-c1ccc(Cl)cc1,30*,1.4,18,0,-30,2,5,30,-3
CCN(C(=O)COC(=O)c1c(-c2ccccc2)noc1C)C1CCS(=O)(=O)C1 (stereo not drawn),7,1.5,3,3,15,-3,-8,-18,-2
N#C/C(=C/c1ccc(N2CCOCC2)c([N+](=O)[O-])c1)C(N)=O,-8,0.7,8,-7,9,0,-8,-6,-7
Cc1ccccc1-c1nnn(CC(=O)NCc2ccc3c(c2)OCO3)n1,17,0.7,-10,-8,-1,8,5,0,-5

Brought forward from above: 3 compounds, followed by the next part.
Molecule,PostGolgi ctrl,PLAP act,PostGolgi yeast,E coli WT exp,sEH activator,Mac1 fbg inh,S1P2 blocker,sEH inh,S1P2 ag
CCN(C(=O)COC(=O)c1c(-c2ccccc2)noc1C)C1CCS(=O)(=O)C1 (stereo not drawn),7,1.5,3,3,15,-3,-8,-18,-2
N#C/C(=C/c1ccc(N2CCOCC2)c([N+](=O)[O-])c1)C(N)=O,-8,0.7,8,-7,9,0,-8,-6,-7
Cc1ccccc1-c1nnn(CC(=O)NCc2ccc3c(c2)OCO3)n1,17,0.7,-10,-8,-1,8,5,0,-5
CCN(c1c(C)n(C)n(-c2ccccc2)c1=O)S(C)(=O)=O,22,1,-19,-6,-7,-45,16,9,-7
COC(=O)c1c(C(=O)OC)c(-c2ccccc2)n2c1CS(=O)(=O)C2,11,1,-4,-12,7,10,-2,-10,-3
CCOC(=O)N1CCN(C(=O)COc2ccc(Br)cc2)CC1,20,1.2,-8,10,6,-5,-3,-6,-4
Cc1[nH]c2ccccc2c1C(=O)CSc1nc2ccccc2c(=O)n1CCCN1CCOCC1,36*,1.7,0,-11,15,12,-4,-16,-8
O=C(CSc1nnc(-c2cccnc2)n1-c1ccccc1)Nc1ccc2c(c1)OCO2,-6,0.9,2,-6,2,-22,-15,-2,-2
Cc1cc(C(=O)CN2C(=O)NC(c3ccccc3)(c3ccccc3)C2=O)c(C)n1Cc1ccccc1,14,1.2,8,-2,4,·,-2,-2,-7
C=CCn1c(SCC(=O)Nc2c(C)n(C)n(-c3ccccc3)c2=O)nc2sc(C)c(-c3ccccc3)c2c1=O,14,1.5,2,-11,-8,·,-5,8,-2
O=C(O)Cc1ccc(NC(=O)c2ccc(NC(=O)c3ccco3)cc2)cc1,3,1.1,-1,-9,-8,-16,12,10,1
N#Cc1c(N)nc(SCC(=O)C23CC4CC(CC(C4)C2)C3)c(C#N)c1-c1ccc(Cl)cc1,0,0.9,-5,-21,12,36,-19,-14,-5
COc1ccc(Cn2nnnc2C(c2cc(OC)ccc2OC)N2CCC(C(N)=O)CC2)cc1 (stereo not drawn),-2,1.6,2,3,-9,-6,1,8,-6
O=C(O)c1cc(C2CC2)nn1-c1ccccc1,9,0.9,-5,-3,-1,-9,-1,0,-10
Cc1ccc(S(=O)(=O)N(CC(=O)N2CCOCC2)C2CCCCC2)cc1,-4,1.6,-11,-1,10,-23,-18,-12,-2
CC(C)N(C(=O)CSc1nn2c(=O)c(C(C)(C)C)nnc2s1)c1ccccc1,4,1.2,9,5,4,-8,6,-7,-9
O=C(NC(C(=O)c1ccccc1)N1CCCCC1)c1ccccc1 (stereo not drawn),-4,1.1,38*,6,·,-9,·,·,·
COc1ccc(Cc2nc(C(=O)NCc3ccccc3OC)cs2)cc1,35*,1.1,1,-13,-5,·,1,3,-4
CCN(CC)C(=O)C1CCCN(Cc2ccccc2)C1 (stereo not drawn),0,1,-2,1,-7,-13,4,9,-3
Nc1nc(SCc2ccccc2Cl)nc2nc3c(cc12)CCCC3,-3,0.9,1,-6,-2,·,5,5,-1
COC(=O)N1CCN(S(=O)(=O)c2ccc(F)cc2)CC1,2,·,5,12,-7,·,3,7,0
CCCn1c(CNC(=O)Cc2ccccc2)nc2ccccc21,6,0.9,-16,5,·,-3,·,·,·
O=C1C2C3C=CC(C3)C2C(=O)N1Cc1cccnc1 (stereo not drawn),7,1,3,-1,-6,-4,-5,8,1

The list continues.
Molecule,PostGolgi ctrl,PLAP act,PostGolgi yeast,E coli WT exp,sEH activator,Mac1 fbg inh,S1P2 blocker,sEH inh,S1P2 ag
COC(=O)C(CC(C)C)NC(=O)c1ccc(F)cc1 (stereo not drawn),-3,0.9,23,-9,-2,-11,8,2,-10
Clc1ccc(OCc2nn3c(C4CCCCC4)nnc3s2)c(Cl)c1,39*,1.1,1,-7,-6,-1,-2,6,-4
CC(C)Cn1c(CCC(=O)O)ccc1-c1cccs1,6,·,1,10,-8,·,-2,11,-1
CC(NS(C)(=O)=O)C(c1cccs1)N1CCN(Cc2ccccc2)CC1 (stereo not drawn),1,1.4,2,4,·,-4,·,·,·
CCC(C)[C@H](NC(=O)N1CCN(c2cccc(C(F)(F)F)c2)CC1)C(=O)OC (stereo partly drawn),1,1.3,2,0,-20,7,-1,20,-6
CCOc1cc(C2C(C#N)=C(N)Oc3n[nH]c(-c4ccccc4)c32)ccc1O (stereo not drawn),12,0.9,16,-8,·,·,3,·,-7
Cc1ccc(-c2cc(C(=O)Nc3cccnc3)c3ccccc3n2)o1,12,1.1,-1,-3,·,-7,21,·,-11
CCSc1nc(O)cc(=O)n1-c1ccc(OC)cc1,-2,0.9,7,4,5,0,22,-7,-3
CCOC(=O)c1[nH]c2ccc(Br)cc2c1NC(=O)CCN1CCC(C)CC1,14,1.7,2,0,7,-12,16,-6,-3
CCCCc1nc(N)c(C#N)c(-c2ccco2)c1CCC,·,·,·,·,21,·,-51,-21,3
CC(C)Cn1c(CN2C(=O)c3ccccc3C2=O)nc2ccccc2c1=O,1,1.1,-5,-10,-4,-6,0,5,-10
COc1cccc(-c2cc(C(=O)Nc3cc(C)n(Cc4ccc(Cl)cc4)n3)no2)c1,6,1.1,-2,-8,·,·,·,·,·
COc1cccc(C2CC(c3c(F)cccc3Cl)n3nc(N)nc3N2)c1 (stereo not drawn),·,·,·,·,-15,·,-18,18,-3
Cc1c(Cl)cccc1NC(=S)NCc1ccc(Cl)cc1,·,·,·,·,4,·,8,-7,-3
COc1cccc(C(=O)Nc2nc3ccccc3[nH]2)c1,1,1.1,0,0,-8,5,8,10,-6
Cn1c(N2CCC(C(N)=O)CC2)nc2c1c(=O)n(Cc1ccc(Br)cc1)c(=O)n2C,·,·,·,·,-6,·,-9,4,-3
CS(=O)(=O)N(Cc1ccccc1)c1ccc(C(=O)N2CCc3ccccc3C2)cc1,0,1,15,1,-9,·,2,9,-1
C/C(=C\C(=O)c1ccc(Cl)cc1)Nc1ccc(Br)cc1,·,·,·,·,-20,·,15,19,-6
COc1ccc(NC(=O)C(CCS(C)(=O)=O)N2C(=O)c3ccccc3C2=O)cc1 (stereo not drawn),4,0.9,-3,1,20,-3,21,-17,-4
Cc1occc1C(=O)NNC(=S)Nc1cccc([N+](=O)[O-])c1,0,2*,-5,7,19,13,-1,-21,-5

Remaining list, next part.
Molecule,PostGolgi ctrl,PLAP act,PostGolgi yeast,E coli WT exp,sEH activator,Mac1 fbg inh,S1P2 blocker,sEH inh,S1P2 ag
O=C(c1cnn(-c2nc3ccccc3s2)c1)c1ccccc1O,3,1,-2,-4,-5,11,-13,6,-6
COc1ccc(CNC(=O)c2nnn(Cc3ccc(OC)cc3)c2N)cc1,0,·,5,-5,14,·,3,-16,-9
S=c1[nH]nc(-c2cccnc2)o1,3,0.9,12,-10,7,6,-17,-5,0
Cc1onc(-c2ccccc2)c1C(=O)Oc1cccnc1,7,0.9,-3,2,1,-21,-3,1,-2
COc1cccc(OC(C)c2ccnc3nc(/N=C/N(C)C)nn23)c1 (stereo not drawn),1,1,-3,2,-38,-10,24,40,-6
CC(C)n1c(SCc2ccc(Cl)cc2)nc2c1c(=O)[nH]c(=O)n2C,10,0.7,-3,-8,0,-1,-12,2,-3
Cc1noc(C)c1S(=O)(=O)Nc1ccc(C(=O)NC2CCCCCC2)cc1,-6,1.1,-1,-1,-22,-14,26,23,-6
O=C1c2ccccc2C(=O)N1CCCCSc1nnnn1-c1ccccc1,14,0.8,2,-13,·,6,7,·,-6
O=C(CCCc1c[nH]c2ccccc12)N1CCN(c2ccc(N3CCOCC3)nn2)CC1,2,1.7,-5,-1,10,2,-4,-6,-4
CCCCN(c1ccccc1)c1ncnc(N)c1[N+](=O)[O-],0,0.9,-1,-9,9,·,19,-6,-7
COc1cc(C2C3C(=O)N(c4ccccc4)C(=O)C3ON2c2ccccc2)ccc1O (stereo not drawn),7,1.2,-5,-5,·,0,·,·,·
COc1ccc(C(=O)Nc2ccc(S(=O)(=O)N3CCc4ccccc43)cc2)cc1,·,·,·,·,-48,·,-18,49,-2
COc1ccccc1NC(=O)C1=C(C)Nc2nnnn2C1c1cc(Br)ccc1OC (stereo not drawn),13,1.1,6,-5,·,·,-23,·,-4
CCOC(=O)c1ccccc1NC(=O)CN1C(=O)c2ccccc2S1(=O)=O,10,1,3,-10,8,-10,-1,-8,-3
CC1=CC(C)(C(Cl)Cl)C(C)=CC1=O (stereo not drawn),·,·,·,·,-5,·,1,5,-1
CCCc1ccc2c(N)c(C#N)sc2n1,·,0.8,·,·,·,15,-13,·,-1
O=C(CN1CCN(c2ccccc2)CC1)Nc1nnc(-c2ccccc2)s1,3,1.8,4,-5,·,3,-14,·,-5
CCn1cnc2sc(C(=O)O)c(C)c2c1=O,1,1,-8,4,2,27,-15,-2,-6
O=C(C1c2ccccc2Oc2ccccc21)N1CCN(c2ccc(Cl)cc2)CC1,37*,1.5,-10,-24,-5,35,0,7,-2
CC(=O)NCCOC(=O)Nc1cccnc1,8,0.9,0,3,2,-12,5,0,-3
Cc1ccc(Cn2ccc(NC(=O)c3cc(-c4ccc5c(c4)OCO5)on3)n2)cc1,35*,0.9,1,-18,-8,0,2,8,-4

Bioassay records: PubChem, several laboratories
